Screens: PubChem, several laboratories
RTF Ca sens inh = cardiac RTF calcium desensitization; P19429+P45379; IANBD-labeled cardiac RTF, Ca2+ fluorescence; inhibition, % at 7.15 µM; actives 0.12% (n = 340,000);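 active means inhibition above the mean inhibition of all tested compounds plus 3 SD, cut at about 17% in these data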;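 further: assay run at fixed EC70 calcium of 1.6 mM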
Rtt109 HAT inh = C. albicans Rtt109 histone acetyltransferase inhibition; inhibition, % at 34.9 µM; AID 540336; purified Rtt109/Vps75, ThioGlo CoA-SH fluorescence, 4 h; actives 0.16% (n = 330,000);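 active means inhibition of at least 50% in every replicate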
Target sequence (Q5AAJ8 whole entry, looked up): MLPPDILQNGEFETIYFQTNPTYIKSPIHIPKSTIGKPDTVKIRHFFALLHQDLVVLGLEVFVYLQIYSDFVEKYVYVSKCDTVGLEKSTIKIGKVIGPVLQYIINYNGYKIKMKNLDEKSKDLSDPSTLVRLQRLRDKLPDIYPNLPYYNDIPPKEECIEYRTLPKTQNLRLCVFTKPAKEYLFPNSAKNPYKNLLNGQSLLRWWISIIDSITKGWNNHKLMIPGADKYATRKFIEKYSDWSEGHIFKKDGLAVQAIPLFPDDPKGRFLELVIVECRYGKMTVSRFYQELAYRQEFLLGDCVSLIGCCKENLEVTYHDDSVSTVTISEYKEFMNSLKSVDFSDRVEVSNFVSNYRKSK
SR-BI DiI-HDL act = SR-BI HDL lipid transfer activation; CHO ldlA[mSR-BI] cells, DiI-HDL uptake fluorescence, 3 h; 100 = double the neutral-control signal; activation, % at 12.5 µM; actives 0.096% (n = 320,000);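 active means mean replicate activation of at least 60% and every replicate at or above 60%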;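 further: 0% = median plate neutral-control signal and 100% = twice that signal; values of inactives mirror those of a sister screen read the other way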
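Material: SR-BI-overexpressing, LDLR-lacking CHO cells | Dosing: Single compound concentration, delivered by pin transfer | Probe or stimulus: Labelled HDL, 10 µg/mL | Signal: Bottom-read cell fluorescence after medium removal, ex 550/em 595 nm | Schedule: 3 h, 37 °C | Evaluation: HDL uptake via cellular fluorescence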
PKA-R2B activ = activators of human PKA-R2B complex. actives 0.079% (n = 340,000). AID 504700. PKA-R2B holoenzyme dissociation, Cy5-IP20 fluorescence polarization; R2B truncated from residue 108, S112A mutant; 0% DMSO only, 100% 113 µM cGMP. activation, % at 11.4 µM;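 active means activation above a cutoff set at the mean over all compounds plus 3 SD, cut at about 18% in these data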;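 further: higher means more holoenzyme dissociation and a rise in polarization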
CAL PDZ FP-1 = human CAL PDZ-peptide interaction inhibition; Q9HD26; purified CAL PDZ, TMR-peptide fluorescence polarization, 1 h; inhibition, % at 20 µM; actives 0.02% (n = 330,000); AID 504414;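 active means highest replicate inhibition of at least 40%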;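 further: plate controls were DMSO neutral control wells for no effect and unlabeled competitor peptide control wells for full effect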
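Material – purified CerCALP PDZ construct · Detection – FP readout, S and P plane fluorescence · Measure – percent inhibition from loss of millipolarization · Controls – unlabelled peptide for full inhibition, DMSO wells as neutral · Probe or stimulus – TMR-labelled reporter peptide T*-PRC34 bound in PDZ groove · Times – 1 h at RT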
CAL PDZ FP-2 = inhibitors of human CAL PDZ peptide binding | inhibition, % at 24.9 µM | AID 602252 | purified CAL PDZ, TMR-peptide fluorescence polarization, 1 h | actives 0.92% (n = 300,000);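 active means mean inhibition of at least 30% with at least half of replicates also reaching 30%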;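 further: 0% = DMSO neutral control and 100% = excess unlabeled competitor peptide PRC23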
LANA DNA inh = inhibitors of KSHV LANA C-terminal domain DNA binding. MBP-C-LANA/FAM-LBS DNA binding, fluorescence polarization. inhibition, % at 9 µM. actives 0.078% (n = 340,000). AID 504423;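 active means highest replicate inhibition at or above 60% at 9 µM, even if other replicates fall short; inactive means all replicates below 60% inhibition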;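 further: 0% = neutral control wells and 100% = 4 µM acridine orange control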
DAGLB inhibitor = diacylglycerol lipase beta (human) inhibition. Q8NCG7. actives 0.059% (n = 340,000). inhibition, % at 5.17 µM. HEK293T DAGLB membrane lysate, EnzChek fluorogenic substrate; in the data active means inhibition above about 34%;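 further: 0% = enzyme with vehicle and 100% = wells lacking enzyme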
Target sequence (Q8NCG7 whole entry, looked up): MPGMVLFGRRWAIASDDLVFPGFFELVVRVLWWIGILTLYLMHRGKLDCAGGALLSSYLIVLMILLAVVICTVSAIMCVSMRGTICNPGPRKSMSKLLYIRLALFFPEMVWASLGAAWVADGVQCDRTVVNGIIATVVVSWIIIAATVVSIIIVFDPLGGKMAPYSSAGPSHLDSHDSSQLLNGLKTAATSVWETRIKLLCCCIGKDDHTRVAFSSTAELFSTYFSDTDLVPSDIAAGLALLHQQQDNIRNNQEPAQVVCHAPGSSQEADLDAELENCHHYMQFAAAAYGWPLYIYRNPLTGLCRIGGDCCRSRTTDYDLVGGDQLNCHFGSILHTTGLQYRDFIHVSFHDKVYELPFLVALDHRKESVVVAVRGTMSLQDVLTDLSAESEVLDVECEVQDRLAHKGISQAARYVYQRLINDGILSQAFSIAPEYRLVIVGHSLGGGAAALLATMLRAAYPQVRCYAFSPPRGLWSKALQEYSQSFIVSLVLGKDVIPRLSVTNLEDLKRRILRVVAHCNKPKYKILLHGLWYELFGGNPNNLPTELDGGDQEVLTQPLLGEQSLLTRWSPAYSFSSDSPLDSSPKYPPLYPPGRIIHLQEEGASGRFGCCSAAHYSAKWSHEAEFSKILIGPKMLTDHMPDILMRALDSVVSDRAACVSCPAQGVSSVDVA
Keap1 Nrf2 FP = Keap1-Nrf2 (human) interaction inhibition; Q14145; inhibition, % at 9.4 µM; AID 504523; Keap1 Kelch-Nrf2 peptide fluorescence polarization, 1536-well; actives 0.15% (n = 340,000); in the data active means inhibition above about 12%;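 further: human Keap1 Kelch domain with fluorescein labeled Nrf2 9mer peptide probe; 0% = neutral control wells and 100% = peptide positive control; higher means more block of Keap1 binding to Nrf2 peptide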
cardiac RTF act = cardiac RTF calcium sensitization; actives 0.24% (n = 340,000); IANBD-labeled TnC RTF fluorescence at EC20 calcium; 0% EC20 calcium, 100% full calcium; activation, % at 7.2 µM; AID 493008;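 active means activation above the mean over all tested compounds plus 3 SD, cut at about 30% in these data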;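 further: rise in fluorescence read as greater calcium sensitivity of cardiac thin filaments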
Numbers without * were called inactive. Compounds were not picked by outcome; any-hit rate near 1.6%.

What do the screens show for `CCC(=O)NC(c1cc(Cl)c2ccccc2c1O)C(C)C` (stereo not given)?
RTF Ca sens inh: -2; Rtt109 HAT inh: 2; SR-BI DiI-HDL act: -22; PKA-R2B activ: -14; CAL PDZ FP-1: 1.0; CAL PDZ FP-2: -2; LANA DNA inh: 0.7; DAGLB inhibitor: -1; Keap1 Nrf2 FP: -7; cardiac RTF act: 1

What do the screens show for `CCN1CCCC1CNC(=O)Cn1cc2c(n1)CCC(C)C2` (stereo not given)?
RTF Ca sens inh: -4; Rtt109 HAT inh: -1; SR-BI DiI-HDL act: 11; PKA-R2B activ: -1; CAL PDZ FP-1: -0.1; CAL PDZ FP-2: -4; LANA DNA inh: -2.1; DAGLB inhibitor: -2; Keap1 Nrf2 FP: -2; cardiac RTF act: 3

Results for O=[N+]([O-])c1cccc(C=NNC(=S)NC23CC4CC(CC(C4)C2)C3)c1 ?
RTF Ca sens inh: -1; Rtt109 HAT inh: 3; SR-BI DiI-HDL act: 12; PKA-R2B activ: 3; CAL PDZ FP-1: -0.6; CAL PDZ FP-2: -6; LANA DNA inh: 2.6; DAGLB inhibitor: 1; Keap1 Nrf2 FP: 0; cardiac RTF act: -2

How did Cc1ccc(Nc2nc3ccccc3s2)cc1 do in these assays?
RTF Ca sens inh: 12; Rtt109 HAT inh: -5; SR-BI DiI-HDL act: -14; PKA-R2B activ: -19; CAL PDZ FP-1: -1.0; CAL PDZ FP-2: 0; LANA DNA inh: -0.6; DAGLB inhibitor: -1; Keap1 Nrf2 FP: 1; cardiac RTF act: -4

What do the screens show for `CCOc1cc(N2CCOCC2)c(OCC)cc1NC(=O)C1CCCC1`?
RTF Ca sens inh: 15; Rtt109 HAT inh: -2; SR-BI DiI-HDL act: 1; PKA-R2B activ: 15; CAL PDZ FP-1: -2.6; CAL PDZ FP-2: -1; LANA DNA inh: 1.1; DAGLB inhibitor: 0; Keap1 Nrf2 FP: -7; cardiac RTF act: 5

How did CCOC(=O)C1(CCCc2ccccc2)CCN(CCCn2cccn2)CC1 do in these assays?
RTF Ca sens inh: 10; Rtt109 HAT inh: 4; SR-BI DiI-HDL act: -16; PKA-R2B activ: -12; CAL PDZ FP-1: -2.1; CAL PDZ FP-2: -3; LANA DNA inh: 0.6; DAGLB inhibitor: -3; Keap1 Nrf2 FP: 1; cardiac RTF act: -2

Results for O=C(NCCCN1CCCC1=O)c1cccnc1 ?
RTF Ca sens inh: -4; Rtt109 HAT inh: -9; SR-BI DiI-HDL act: -38; PKA-R2B activ: 6; CAL PDZ FP-1: -0.2; CAL PDZ FP-2: -1; LANA DNA inh: -2.1; DAGLB inhibitor: 0; Keap1 Nrf2 FP: 3; cardiac RTF act: -2

How did Cc1ccccc1C(=O)NNC(=S)NC(=O)c1ccccc1 do in these assays?
RTF Ca sens inh: -17; Rtt109 HAT inh: 9; SR-BI DiI-HDL act: 25; PKA-R2B activ: 1; CAL PDZ FP-1: 0.2; CAL PDZ FP-2: -4; LANA DNA inh: -1.3; DAGLB inhibitor: 2; Keap1 Nrf2 FP: -6; cardiac RTF act: 10

Results for CCCc1cc(C(=O)Nc2cccc3ccccc23)n(C)n1 ?
RTF Ca sens inh: 6; Rtt109 HAT inh: -6; SR-BI DiI-HDL act: 6; PKA-R2B activ: 7; CAL PDZ FP-1: -2.7; CAL PDZ FP-2: -1; LANA DNA inh: -1.9; DAGLB inhibitor: 3; Keap1 Nrf2 FP: -5; cardiac RTF act: 8

How did Cc1occc1-c1nnc(SCC(=O)NC(C)(C)C)n1C(C)c1ccccc1 (stereo not given) do in these assays?
RTF Ca sens inh: -1; Rtt109 HAT inh: 16; SR-BI DiI-HDL act: -2; PKA-R2B activ: -10; CAL PDZ FP-2: 9; LANA DNA inh: -0.1; DAGLB inhibitor: 1; Keap1 Nrf2 FP: -2; cardiac RTF act: 0

Results for CCCn1c(=O)c(C(=O)Nc2cc(C)ccn2)c(O)c2ccccc21 ?
RTF Ca sens inh: 2; Rtt109 HAT inh: 2; SR-BI DiI-HDL act: 12; PKA-R2B activ: -5; CAL PDZ FP-1: 0.9; CAL PDZ FP-2: -4; LANA DNA inh: -2.0; DAGLB inhibitor: 0; Keap1 Nrf2 FP: -1; cardiac RTF act: -6

Results for CCN(CC)S(=O)(=O)c1cc(-c2nn(C)c(=O)c3ccccc23)ccc1C ?
RTF Ca sens inh: 1; Rtt109 HAT inh: 6; SR-BI DiI-HDL act: -52; PKA-R2B activ: -5; CAL PDZ FP-1: -3.5; CAL PDZ FP-2: -6; LANA DNA inh: -3.5; DAGLB inhibitor: 0; Keap1 Nrf2 FP: 0; cardiac RTF act: 0

What do the screens show for `Cn1ncc([N+](=O)[O-])c1C(=O)Nc1ccccc1Cl`?
RTF Ca sens inh: -9; Rtt109 HAT inh: 3; SR-BI DiI-HDL act: -4; PKA-R2B activ: 15; CAL PDZ FP-1: -0.2; CAL PDZ FP-2: -2; LANA DNA inh: -0.7; DAGLB inhibitor: -2; Keap1 Nrf2 FP: -5; cardiac RTF act: 2

How did Cc1ccc(S(=O)(=O)N2CCC(C(=O)NCCCn3ccnc3)CC2)cc1 do in these assays?
RTF Ca sens inh: -2; Rtt109 HAT inh: -2; SR-BI DiI-HDL act: 35; PKA-R2B activ: -2; CAL PDZ FP-1: -3.3; CAL PDZ FP-2: -3; LANA DNA inh: -1.5; DAGLB inhibitor: -1; Keap1 Nrf2 FP: -4; cardiac RTF act: -1

How did O=C(CN1C(=O)S/C(=C\c2ccccc2F)C1=O)NC1CCS(=O)(=O)C1 (stereo not given) do in these assays?
RTF Ca sens inh: -1; Rtt109 HAT inh: 13; SR-BI DiI-HDL act: -4; PKA-R2B activ: 8; CAL PDZ FP-1: -0.2; CAL PDZ FP-2: 7; LANA DNA inh: -2.4; DAGLB inhibitor: 2; Keap1 Nrf2 FP: -5; cardiac RTF act: -5

Results for COCCCn1c(Cc2ccccc2)nnc1SCC(=O)N1CCCCC1 ?
RTF Ca sens inh: -7; Rtt109 HAT inh: -2; SR-BI DiI-HDL act: -4; PKA-R2B activ: -14; CAL PDZ FP-1: -0.4; CAL PDZ FP-2: -4; LANA DNA inh: -0.4; DAGLB inhibitor: -1; Keap1 Nrf2 FP: -5; cardiac RTF act: 2

Results for Nc1nc(N2CCN(c3ccccc3)CC2)n[nH]1 ?
RTF Ca sens inh: -10; Rtt109 HAT inh: 1; SR-BI DiI-HDL act: 6; PKA-R2B activ: 0; CAL PDZ FP-1: -2.2; CAL PDZ FP-2: -1; LANA DNA inh: -3.8; DAGLB inhibitor: -3; Keap1 Nrf2 FP: 1; cardiac RTF act: 1

What do the screens show for `OCC[C@@H]1C[C@H](O)[C@@H](O)[C@]2(OCc3ccccc32)O1`?
RTF Ca sens inh: 1; Rtt109 HAT inh: 2; SR-BI DiI-HDL act: 16; PKA-R2B activ: -16; CAL PDZ FP-1: -1.1; CAL PDZ FP-2: -3; LANA DNA inh: -1.5; DAGLB inhibitor: 0; Keap1 Nrf2 FP: 2; cardiac RTF act: -5

What do the screens show for `CC12CCC(c3c(C(=O)O)nn(-c4ccccc4)c31)C2(C)C` (stereo not given)?
RTF Ca sens inh: 3; Rtt109 HAT inh: 1; SR-BI DiI-HDL act: 37; PKA-R2B activ: -1; CAL PDZ FP-1: -0.6; CAL PDZ FP-2: 1; LANA DNA inh: 0.3; DAGLB inhibitor: 3; Keap1 Nrf2 FP: -4; cardiac RTF act: 9

Results for C=CC[C@@H](CC(=O)N[C@H](CO)Cc1ccccc1)C(=O)N[C@@H](COC(=O)[C@@H](CC=C)Cc1ccc(F)cc1)Cc1ccccc1 ?
RTF Ca sens inh: -1; Rtt109 HAT inh: 1; SR-BI DiI-HDL act: -35; PKA-R2B activ: -11; CAL PDZ FP-1: 0.5; CAL PDZ FP-2: -7; LANA DNA inh: -2.0; DAGLB inhibitor: -4; Keap1 Nrf2 FP: 5; cardiac RTF act: -7

How did COc1ccc(/C=C(/NC(=O)c2ccc(C)cc2)C(=O)N2CCCC2)cc1OC do in these assays?
RTF Ca sens inh: 9; Rtt109 HAT inh: -3; PKA-R2B activ: -4; CAL PDZ FP-1: -0.6; CAL PDZ FP-2: -2; LANA DNA inh: 0.0; DAGLB inhibitor: -1; Keap1 Nrf2 FP: -2; cardiac RTF act: -1

What do the screens show for `CC1=C(C)CC2C(=O)N(Cc3ccccc3)C(=O)C2C1` (stereo not given)?
RTF Ca sens inh: -1; Rtt109 HAT inh: 22; SR-BI DiI-HDL act: 9; PKA-R2B activ: -2; CAL PDZ FP-1: -3.9; CAL PDZ FP-2: -2; LANA DNA inh: -1.3; DAGLB inhibitor: 1; Keap1 Nrf2 FP: -6; cardiac RTF act: 0

Results for COc1ccc(-n2c(Cc3cccn3C)nnc2SCC(=O)N2CCOCC2)cc1 ?
RTF Ca sens inh: -10; Rtt109 HAT inh: -7; SR-BI DiI-HDL act: 19; PKA-R2B activ: 2; CAL PDZ FP-1: 0.4; CAL PDZ FP-2: -2; LANA DNA inh: 2.0; DAGLB inhibitor: 0; Keap1 Nrf2 FP: -3; cardiac RTF act: 2

Results for O=C(COC(=O)C1CC(=O)N(Cc2ccccc2)C1)Nc1cccc([N+](=O)[O-])c1 (stereo not given) ?
RTF Ca sens inh: -7; Rtt109 HAT inh: -6; SR-BI DiI-HDL act: -20; PKA-R2B activ: 15; CAL PDZ FP-1: -0.9; CAL PDZ FP-2: -2; LANA DNA inh: -0.8; DAGLB inhibitor: 5; Keap1 Nrf2 FP: 0; cardiac RTF act: 0

Results for COc1ccc(-c2nc(-c3ccc(Br)cc3)no2)c(OC)c1 ?
RTF Ca sens inh: -7; Rtt109 HAT inh: -6; SR-BI DiI-HDL act: -29; PKA-R2B activ: 6; CAL PDZ FP-1: -2.6; LANA DNA inh: -2.2; DAGLB inhibitor: -8; Keap1 Nrf2 FP: 0; cardiac RTF act: 1
